GDH-TPI inh: GDH-TPI coupled enzyme inhibition counter-screen; GDH-TPI coupled enzyme counterscreen, NADH absorbance; inhibition, % at 4.8 µM; hit rate 1.2% among 360,000; in the data active = inhibition above about 30%;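 also: 0% = DMSO wells and 100% = wells lacking the enzyme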
FadD28 binding: blocks FadD28 binding to the bisubstrate probe | hit rate 0.22% among 360,000 | inhibition, % at 12.5 µM | AID 588549 | fluorescence polarization; in the data active = inhibition above about 8.5%, passing the limit was not always enough; inconclusive = no clear call, values can overlap the other calls
BoNT A protease: blocks Botulinum neurotoxin A light chain protease; inhibition, % at 10 µM; AID 588499; hit rate 0.17% among 360,000; multiplex microsphere protease substrate cleavage, flow cytometry; also: plate controls were buffer without enzyme for full effect and enzyme alone for no effect
BoNT-F LC inh: inhibitors of Botulinum neurotoxin F light chain protease. inhibition, % at 10 µM. hit rate 0.22% among 360,000. Multiplex microsphere protease cleavage assay, flow cytometry. AID 588497; in the data active = inhibition above about 35%, passing the limit was not always enough; inconclusive = no clear call, values can overlap the other calls; also: plate controls were buffer without enzyme for full effect and enzyme alone for no effect
PfHsp40 yeast: restores yeast growth despite PfHsp40 toxicity; S. cerevisiae expressing PfHsp40, growth rescue, ATP luminescence; growth rescue, % at 12.5 µM; hit rate 0.68% among 340,000; in the data active = growth rescue above about 28%, passing the limit was not always enough; inconclusive = no clear call, values can overlap the other calls;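 also: yeast W303a lacking pdr1 and pdr3 grown in galactose medium; growth measured after three days at 30 °C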
BioA inh: inhibitors of Mycobacterium tuberculosis BioA enzyme | purified M. tuberculosis BioA enzyme, plate reader | inhibition, % at 9.99 µM | hit rate 0.096% among 360,000 | AID 602481; in the data active = inhibition above about 40%; inconclusive = no clear call, values can overlap the other calls
Anthrax LF inh2: blocks Bacillus anthracis lethal factor protease. AID 588501. inhibition, % at 10 µM. multiplex microsphere protease cleavage assay, LF. hit rate 0.12% among 360,000; also: plate controls were buffer without enzyme for full effect and enzyme alone for no effect
Mtb UGM inh: blocks M. tuberculosis UGM enzyme; P9WIQ1; purified UGM, fluorescence polarization probe displacement; inhibition, % at 10 µM; hit rate 0.06% among 320,000; AID 504406; in the data active = inhibition above about 10%, passing the limit was not always enough; inconclusive = no clear call, values can overlap the other calls
Target sequence (P9WIQ1 whole entry, looked up): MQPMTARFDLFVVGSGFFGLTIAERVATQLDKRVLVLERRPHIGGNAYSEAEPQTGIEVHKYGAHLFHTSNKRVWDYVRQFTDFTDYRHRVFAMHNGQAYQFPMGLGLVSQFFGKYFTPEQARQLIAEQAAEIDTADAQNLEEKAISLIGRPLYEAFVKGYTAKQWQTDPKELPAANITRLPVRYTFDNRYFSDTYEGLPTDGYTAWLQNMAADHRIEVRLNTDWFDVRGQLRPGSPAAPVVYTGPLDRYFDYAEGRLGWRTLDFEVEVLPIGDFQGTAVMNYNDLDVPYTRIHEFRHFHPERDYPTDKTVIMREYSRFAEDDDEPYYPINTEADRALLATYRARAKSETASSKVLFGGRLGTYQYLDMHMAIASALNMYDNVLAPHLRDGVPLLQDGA
Mtb FBA inh: inhibits M. tuberculosis FBA enzyme; hit rate 2.3% among 360,000; purified M. tuberculosis FBA, fluorescence read-out; P9WQA3; AID 588726; inhibition, % at 1 µM; in the data active = inhibition above about 27%;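 also: 0% = vehicle and 100% = reference inhibitor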
Target sequence (P9WQA3 whole entry, looked up): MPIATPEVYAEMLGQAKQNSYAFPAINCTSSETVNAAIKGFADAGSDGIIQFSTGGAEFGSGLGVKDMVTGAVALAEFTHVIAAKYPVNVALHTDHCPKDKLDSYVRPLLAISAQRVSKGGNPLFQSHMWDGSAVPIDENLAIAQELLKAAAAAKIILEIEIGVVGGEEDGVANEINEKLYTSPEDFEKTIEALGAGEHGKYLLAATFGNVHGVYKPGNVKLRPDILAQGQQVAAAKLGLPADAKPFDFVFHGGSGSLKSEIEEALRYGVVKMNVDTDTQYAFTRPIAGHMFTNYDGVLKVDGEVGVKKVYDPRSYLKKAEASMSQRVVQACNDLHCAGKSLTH
An asterisk follows results filed as active; u = inconclusive; x = no result given; & = joins results of further samples. Rule as the data show it, unless noted: active = inhibition above about 30%; inconclusive = no clear call, values can overlap the other calls; inactive = below that.

SMILES	GDH-TPI inh	FadD28 binding	BoNT A protease	BoNT-F LC inh	PfHsp40 yeast	BioA inh	Anthrax LF inh2	Mtb UGM inh	Mtb FBA inh
CC(C)(C)c1ncc(S(=O)(=O)c2ccc(C(F)(F)F)cn2)c(N)n1	-6	-3.0	0.0	-5	0.2	x	-4	-3.9	-2
CC(C)(C)OC(=O)N1CCN(C(=O)c2[nH]cnc2C(=O)Nc2ccccc2F)CC1	2	0.1	-0.3	-8	x	0.5	-2	x	-2
COC(=O)CSc1nc(N2CCOCC2)c2c(c1C#N)CCCC2	9	-1.4	u	u	1.6	x	-13	-0.1	0
O=C(COc1ccccc1Cl)NC(=O)NC1CCCC1	2	-1.6	0.1	-1	1.7	1.6	-7	-0.9	0
COc1ccccc1N1CCN(C(=O)CNC(=O)c2cn(-c3ccccc3OC)c(=O)c3ccccc23)CC1	3	-1.3	-1.7	-5	0.8	x	-2	1.2	18
CCOC(=O)c1c(-c2cccs2)csc1NC(=O)CN(CC)CC	-5	-1.1	-1.5	-1	0.8	-2.2	-6	2.0	-1
COc1ccccc1N(CC(=O)NC1CCCC1)C(=O)CCC(=O)Nc1cc(C)on1	-3	0.8	-0.6	10	-0.8	3.2	-1	-1.4	-1
COC(=O)Nc1ccc(Oc2ccccc2)cc1	-4	-10.0	-6.0	-5	0.2	3.6	1	-1.5	0
O=C(CSc1nnc2ccccn12)N1CCc2ccccc21	-5	-3.2	1.0	-1	-0.3	-0.9	-6	2.4	0
Cc1ccc(-c2ccc(=O)n(CC(=O)Nc3cccc(C(=O)N4CCN(C)CC4)c3)n2)cc1	1	-2.1	u	2	-0.5	x	-9	4.7	2
CCOC(=O)c1c(C)[nH]c(C(=O)C(C)OC(=O)c2oc3ccccc3c2COC)c1C (configuration not stated)	-4	-2.8	-0.3	u	4.2	1.8	1	2.4	3
Cc1oc2c(CN3CCCCC3C)c(O)ccc2c(=O)c1-c1ccccc1 (configuration not stated)	11	-1.5	-0.5	1	0.8	1.1	2	4.3	174*
O=C(Nc1cccc([N+](=O)[O-])c1)Nc1ccc(Cl)cn1	3	-3.2	-1.6	-11	0.4	x	-2	-0.6	-1
Nc1ccc(Sc2ccccc2Cl)nc1	10	-2.3	-1.5	u	4.3	x	-11	-0.8	2
O=C(COC(=O)c1ccccc1S(=O)(=O)N1CCCCC1)NCC(F)(F)F	10	-2.4	-0.3	-12	-1.6	-1.0	-7	-0.6	-4
COc1ccc(OC)c(NC(=O)C2(C)CCN2C(=O)CCC2CCCC2)c1 (configuration not stated)	9	-1.7	-0.8	-13	x	8.0	-8	x	1
N=c1nc(N)nc2n1NC(c1ccc(F)cc1)=CS2	-13	-4.0	1.2	4	6.0	-1.1	1	0.3	-6
O=C(Nc1ccc(Cl)c(Cl)c1)OCc1cnc(Cl)s1	12	-2.4	0.1	-2	-0.4	-2.2	-1	x	1
CC(=O)Nc1ccc(S(=O)(=O)NC2=NCN(CCOC(=O)c3ccccc3)CN2)cc1	-8	-3.1	-0.1	-4	-1.2	-1.6	1	7.1	-1
Cc1ccc(S(=O)(=O)N2CCOC23CCN(C(=O)c2cc(Cl)ccc2Cl)CC3)cc1	0	-4.9	0.6	1	91*	1.3	-2	1.7	3
Cc1cccc(Nc2nnc(SC/C(O)=C(\C#N)c3nc4ccccc4[nH]3)s2)c1C	20	0.4	2.5	2	-0.2	-0.2	5	3.1	6
COc1cc(/C=C/C(=O)O)cc(S(=O)(=O)Nc2ccc(F)cc2)c1OC	1	0.4	-0.5	-3	-1.6	-2.0	-1	1.0	0
CCCC(=O)Nc1cc(C)c2c(=O)oc3ccccc3c2n1	16	-6.1	-0.9	-8	0.3	-1.0	-5	1.2	-2
Cc1cc(C)n(CC(=O)NNC(=O)COc2ccc(Br)cc2F)n1	-5	-3.1	-0.3	3	0.3	-1.1	1	-0.8	1
COCCn1nnnc1C(c1cccs1)N1CCN(c2nc3ccccc3s2)CC1 (configuration not stated)	8	-2.0	-0.8	-6	0.9	2.6	-6	3.8	0
The list continues:
SMILES	GDH-TPI inh	FadD28 binding	BoNT A protease	BoNT-F LC inh	PfHsp40 yeast	BioA inh	Anthrax LF inh2	Mtb UGM inh	Mtb FBA inh
O=C(c1ccccc1)c1cccn1CC(=O)N1CCN(c2ccccc2)CC1	1	-5.0	-0.1	2	u	1.3	-1	0.0	-1
COc1cc(NC(=O)C2CC(=O)N(CCc3ccc(F)cc3)C2)cc(OC)c1OC (configuration not stated)	-2	-1.3	-1.5	21	0.9	0.7	0	-1.5	-1
CCNC(=O)C1(C)CCCN(Cc2csc(-c3ccc(Cl)cc3)n2)C1 (configuration not stated)	12	-1.1	0.0	2	x	2.3	-6	x	0
Cc1cc(=O)[nH]c(/N=C(\N)Nc2ccc(SC(F)F)cc2)n1	-1	-4.0	0.1	-3	0.7	-0.9	-1	-1.7	-2
COc1ccc(-c2nc(C#N)c(N3CCc4ccccc4C3)o2)cc1OC	41*	0.1	-2.4	-5	0.4	-0.5	-7	-0.3	150*
CCN(CC(=O)Nc1ccc(NC(C)=O)cc1)C(=O)c1cn(-c2ccccc2)nc1-c1cccs1	-1	-1.3	0.7	-1	0.5	x	1	x	3
CC1=NN(C(=O)c2ccc(Cn3nc(C)c([N+](=O)[O-])c3C)cc2)C(O)(C(F)(F)F)C1 (configuration not stated)	20	0.1	0.0	6	1.3	0.7	4	-0.8	2
N=C1c2ccccc2CN1NC(=O)c1cccc(S(=O)(=O)N2CCOCC2)c1	1	0.1	-0.4	-3	-1.1	-1.3	-1	-3.6	0
COc1cccc(/C=C/C(=O)OCC(=O)NCCC2=CCCCC2)c1OC	-2	-3.9	-1.2	-3	0.3	-1.3	-1	0.4	1
COc1ccc(OC)c(S(=O)(=O)N2CCC(C(=O)N3CCN(Cc4ccccc4)CC3)CC2)c1	-1	-4.3	-0.3	-4	-0.9	1.3	-2	0.3	1
OC(CNCc1ccccc1C(F)(F)F)C(F)(F)F (configuration not stated)	3	1.0	0.1	3	-0.5	x	0	1.7	-3
CCC(=O)NC(O)C(=O)c1ccc(C)cc1 (configuration not stated)	5	-5.5	0.7	u	-0.8	-1.1	0	-2.8	2
CCN1C=CC2=C(C#N)C(N)C(C#N)(C#N)C(c3ccccc3C(F)(F)F)C2C1 (configuration not stated)	12	-2.2	-0.8	0	-0.8	-12	0	1.2	14
CCOc1ccc(NC(=O)CC2C(=O)NCCN2C(=O)Nc2ccccc2)cc1 (configuration not stated)	6	0.0	-0.9	13	-1.4	-0.3	-3	3.6	0
CC(=O)c1ccc(N2CCN(S(=O)(=O)c3ccc4c(c3)CC(C)N4C(=O)C3CC3)CC2)cc1 (configuration not stated)	8	-1.7	-1.1	3	0.3	-3.5	2	0.3	-2
O=C(COC(=O)c1cc(=O)c2ccccc2o1)NCC1CCCCC1	0	-4.1	-0.5	-4	-1.3	0.4	-3	-1.3	-2
O=C(CCC1CCCCC1)Nc1c2c(nn1-c1ccc(F)cc1)CS(=O)C2 (configuration not stated)	-3	-0.6	-2.5	-34	0.2	0.0	-1	1.0	-3
COc1ccc(S(=O)(=O)NNC(=O)Nc2ccc(C)cc2)c(OC)c1	-2	0.2	-1.0	-3	3.3	-1.0	-2	-1.5	2
Nc1ccccc1-c1nnc(SCc2ccccc2Cl)[nH]c1=O	12	-1.0	u	8	-1.8	x	-1	-1.5	0
CC(=O)Nc1cccc(-n2nnc(SCC(N)=O)n2)c1	-1	1.2	0.1	7	-0.4	x	1	-1.7	3
OC[C@@H]1CN(Cc2ccncc2)C[C@H](n2cnc3c(NC4CC4)ncnc32)O1	3	-1.1	-0.2	-8	x	-2.2	-2	x	2
O=S(=O)(CC(CN1CCCC1)N1CCCC1)c1ccc2ccccc2c1 (configuration not stated)	-12	-0.9	3.4	7	0.5	1.4	-4	-1.3	0
NNC(=O)CNC(c1ccccc1)c1cc(Br)ccc1NC(=O)CCN1CCOCC1 (configuration not stated)	0	-2.2	-0.6	1	-0.3	1.8	1	2.6	0
COc1cc(OC)c(NC(=O)CC(=O)Nc2cc(Cl)c(OC)cc2OC)cc1Cl	4	-2.5	0.1	10	-0.3	-0.4	-3	2.0	-3
OC(CNc1ccccc1)Cn1ccc2ccccc21 (configuration not stated)	-4	-4.2	0.2	-6	0.4	x	-4	0.3	5
(list continues)
SMILES	GDH-TPI inh	FadD28 binding	BoNT A protease	BoNT-F LC inh	PfHsp40 yeast	BioA inh	Anthrax LF inh2	Mtb UGM inh	Mtb FBA inh
CCOC(=O)C1CCCN(CCC(=O)Nc2ccc(C)c(C)c2)C1 (configuration not stated)	-4	-5.0	0.0	-2	-0.8	-0.8	-1	-1.1	-1
CCN(CC)C(=O)C1CCCN(c2ccc([N+](=O)[O-])cc2/C=N/NC(=O)c2cccc([N+](=O)[O-])c2)C1 (configuration not stated)	18	-3.2	0.1	3	0.5	-0.2	-2	2.5	0
Cc1ccccc1S(=O)(=O)NC(=O)C1(C)CCN1C(=O)C1(c2ccccc2)CC1 (configuration not stated)	7	-3.8	-1.6	-15	x	-2.0	-9	x	-4
O=c1[nH]c2cc3c(cc2cc1CN(Cc1ccco1)C(=S)NCCCN1CCOCC1)OCCO3	24	-4.1	-0.1	0	8.0	x	-6	1.1	24
O=C(Cn1ncc2c([nH]c3ccccc32)c1=O)NCC1CCN(Cc2ccccc2F)CC1	7	-4.7	-2.3	-4	0.6	-1.1	-4	1.4	5
COc1cc(C)ccc1OCCON1C(=O)CCC1=O	-2	-2.7	0.2	-6	-0.6	-0.2	-5	0.4	1
O=C(CSc1ccccc1F)NCC(c1ccco1)N1CCCCC1 (configuration not stated)	5	-3.6	0.0	-7	x	1.8	0	x	-1
C[C@@]12C(=O)N(c3cccc(Cl)c3)C(=O)N1[C@@H]1c3ccccc3OC[C@@H]1[C@H]2c1ccccc1	-13	-3.3	0.2	-3	1.4	-1.5	2	2.6	-2
Cc1ccc(NS(=O)(=O)c2ccccc2[N+](=O)[O-])cc1S(=O)(=O)N1CCCCC1	5	-2.2	-0.8	-16	0.5	1.2	-3	-0.7	-2
CC1(C(=O)Nc2cccc3ncccc23)CCN1C(=O)CCc1ccccc1 (configuration not stated)	1	-1.5	-0.2	-2	x	0.8	-5	x	-1
CCOC(=O)c1c(NC(C)=O)sc(C(=O)NC2CCCC2)c1C	0	-0.5	-2.4	-4	-1.6	-1.1	-3	-0.2	3
C[C@H](CO)N1C[C@H](C)[C@@H](CN(C)C(=O)NC2CCCCC2)Oc2ccc(NC(=O)C3CC3)cc2C1=O	9	0.4	-0.5	-10	-0.7	-1.6&-1.6	0	x	0
C=CCSc1nnc(NC(=O)c2cccc(S(=O)(=O)N3CCOCC3)c2)s1	10	0.9	-0.3	-10	0.5	-0.4	-4	0.5	3
CCO[C@@H]1OC(C(=O)N2CCOCC2)=C[C@H](c2ccc(Br)cc2)[C@H]1CCCO	-6	-2.4	0.1	3	-0.9	-0.7&0.2	6	-1.3	1
Cc1cccc(NCc2nc3ccccc3n2Cc2ccccc2)c1	-8	-3.1	1.8	3	-1.1	3.3	5	1.5	-3
CCOc1ccc(NC(=O)CSc2ncn[nH]2)c([N+](=O)[O-])c1	3	-0.4	-0.5	2	0.4	x	-2	0.5	0
CC(=O)c1ccc(OC(NC(=O)c2ccco2)C(Cl)(Cl)Cl)cc1 (configuration not stated)	11	-0.4	-0.4	-19	1.1	x	-6	-0.5	7

Compounds shown so far containing a CF3 group:
SMILES	GDH-TPI inh	FadD28 binding	BoNT A protease	BoNT-F LC inh	PfHsp40 yeast	BioA inh	Anthrax LF inh2	Mtb UGM inh	Mtb FBA inh
CC(C)(C)c1ncc(S(=O)(=O)c2ccc(C(F)(F)F)cn2)c(N)n1	-6	-3.0	0.0	-5	0.2	x	-4	-3.9	-2
O=C(COC(=O)c1ccccc1S(=O)(=O)N1CCCCC1)NCC(F)(F)F	10	-2.4	-0.3	-12	-1.6	-1.0	-7	-0.6	-4
CC1=NN(C(=O)c2ccc(Cn3nc(C)c([N+](=O)[O-])c3C)cc2)C(O)(C(F)(F)F)C1 (configuration not stated)	20	0.1	0.0	6	1.3	0.7	4	-0.8	2
OC(CNCc1ccccc1C(F)(F)F)C(F)(F)F (configuration not stated)	3	1.0	0.1	3	-0.5	x	0	1.7	-3
CCN1C=CC2=C(C#N)C(N)C(C#N)(C#N)C(c3ccccc3C(F)(F)F)C2C1 (configuration not stated)	12	-2.2	-0.8	0	-0.8	-12	0	1.2	14
